HEK293 cAMP ctrl – qHTS Assay for Agonists of the Thyroid Stimulating Hormone Receptor: Activators of Intracellular cAMP Concentrations in Parental HEK 293; parental HEK293 CNG cAMP sensor, membrane potential fluorescence; Potency, µM (titrated, usually from 57.1 µM), for the others: top-dose activation, actives largely listed as activators; actives 2.5% (n = 73,000); further: potency means the concentration at half of the fitted maximal effect; % of control where 0% means no effect; nearly all actives have a fitted effect of over 55% in size
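Parental HEK 293 cells stably expressing a modified CNG channel (no TSHR) report cAMP rise as membrane depolarization. Membrane potential dye with 100 uM RO 20-1724 was loaded for 60 min at room temperature, then compound added for 30 min; fluorescence read at 590 nm.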
Fluorescein autfl – qHTS Assay for Spectroscopic Profiling in Fluorescein Spectral Region; actives 0.91% (n = 59,000); max fluorescein-equivalent concentration, M; Compound autofluorescence, 480/540 nm, fluorescein-equivalent; hits give high values; in the data active means max fluorescein-equivalent concentration above about 10 nM; inconclusive means between about 1.1 nM and that limit
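Compounds were pin-transferred into 100 mM Tris buffer, pH 8.0, and incubated 15 min at room temperature. Fluorescence was read at 480 nm excitation/540 nm emission. Signals were normalized to an on-plate six-point fluorescein standard curve as dye-equivalent concentration.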
Texas Red fluor – qHTS Assay for Spectroscopic Profiling in Texas Red Spectral Region. Compound fluorescence, Texas Red channel, 547/618 nm; hits give high values. max dye-equivalent concentration, M. actives 0.06% (n = 59,000). AID 587, 2007; in the data active means max dye-equivalent concentration above about 10 nM; inconclusive means between about 1.1 nM and that limit
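Fluorescence at ex 547/em 618 nm, normalized against an on-plate Texas Red standard series to give dye-equivalent concentration per compound concentration. Buffer 100 mM Tris, pH 8.0; 15 min RT incubation before CCD imaging.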
FLuc inh – qHTS Assay for Inhibitors of Firefly Luciferase. purified firefly luciferase, luminescence, 8 min. Potency, µM (top dose mostly 57.1 µM), without a hit: top-dose activity change, negative = inhibition, actives largely listed as inhibitors. actives 2.2% (n = 72,000); further: potency means the concentration at half of the fitted maximal effect; on the % scale 0 is the no-effect control and ±100 the full control effect; nearly all actives have a fitted effect of over 40% in size
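qHTS concentration-response profiling: light output of P. pyralis luciferase with luciferin and 10 uM ATP, imidazole buffer pH 7.2. Read by luminescence after 8-min room-temperature incubation.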
Tau fil binding – qHTS Assay for Tau Filament Binding | Microtubule-associated protein tau (Homo sapiens), P10636 | recombinant tau filaments, thioflavin S fluorescence, 15 h; filaments grown with octadecylsulfate alongside compound | Potency, µM (titrated, usually from 57.1 µM), without a hit: top-dose activity change, negative = inhibition | actives 2% (n = 71,000);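 further: potency means the concentration at half of the fitted maximal effect; on the % scale 0 is the no-effect control and ±100 the full control effect; actives lower thioflavin S fluorescence by blocking filaments or displacing dye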
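ThS-based fibril read: tau 1 uM final, inducer ODS 30 uM final, 37 C for 15 h, ex 450/em 510 nm.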
Rhodamine autofl – qHTS Assay for Spectroscopic Profiling in Rhodamine Spectral Region; Rhodamine-region fluorescence, 547/598 nm, Tris buffer; hits give high values; actives 0.05% (n = 59,000); max dye-equivalent concentration, M; AID 594, 2007; in the data active means max dye-equivalent concentration above about 11 nM; inconclusive means between about 1.1 nM and that limit
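Intensities are converted to rhodamine-equivalent concentration using a six-point rhodamine standard on each plate. Compounds sit 15 min at room temperature in 100 mM Tris buffer, pH 8.0; read uses the 547/598 nm excitation/emission pair.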
Caspase-7 inhib – qHTS Assay for Allosteric/Competitive Inhibitors of Caspase-7. P55210. recombinant caspase-7, Ac-DEVD-AFC fluorescence rate. Potency, µM (titrated, usually from 57.5 µM), for inactives: at the highest dose activity change, negative = inhibition, usual class: inhibitors. actives 0.02% (n = 75,000). AID 889, 2007; active means well fitted inhibition curve with a large enough effect in the main read-out, with a control signal flat, not every such curve was filed as active; inconclusive means small, poorly fitted or top-dose-only effect, or a change in a side signal; further: potency means the concentration at half of the fitted maximal effect; % of control where 0% means no effect
ERK AVP inh – qHTS Assay for Inhibitors of the ERK Signaling Pathway using a Homogeneous Screening Assay. HEK293-V1b, vasopressin-stimulated pERK AlphaScreen. actives 0.99% (n = 72,000). Potency, µM (highest dose often 57.5 µM), for the others: at the highest dose activity, negative = inhibition, most hits filed as inhibitors. AID 995, 2007; further: potency means the concentration at half of the fitted maximal effect; on the % scale 0 is the no-effect control and ±100 the full control effect; nearly all actives have a fitted effect of over 55% in size
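V1b-HEK293 cells; cpd 30 min 37C; 25 nM vasopressin 5 min; lyse 10 min; AlphaScreen beads 5 hr RT. Normalized to DMSO basal and 25 nM vasopressin; AC50 by Hill fit.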
4-MU autofl – qHTS Assay for Spectroscopic Profiling in 4-MU Spectral Region; compound autofluorescence, 340/450 nm, 4-MU equivalents; hits give high values; max dye-equivalent concentration, M; actives 11% (n = 59,000); AID 589, 2007; in the data active means max dye-equivalent concentration above about 10 nM; inconclusive means mostly about 1.1 nM to 9.6 nM
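Compounds in 100 mM Tris, pH 8.0, sat 15 min at room temperature before fluorescence was read at 340 nm excitation/450 nm emission; a per-plate six-point 4-MU standard curve converted signals to dye-equivalent concentration at each compound concentration.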
Casp1 inh – qHTS Assay for Allosteric/Competitive Inhibitors of Caspase-1; P29466; Caspase-1 enzyme, Ac-WEHD-AFC fluorogenic rate; Potency, µM (doses to about 57.5 µM), for the others: at the highest dose activity change, negative = inhibition, hits mostly inhibitors; actives 0.03% (n = 75,000);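 further: potency means the concentration at half of the fitted maximal effect; plate controls were vehicle for no effect and no substrate for full effect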
A350 fluor – qHTS Assay for Spectroscopic Profiling in A350 Spectral Region; Compound autofluorescence, 340/450 nm, Alexa 350 dye-equivalents; hits give high values; max dye-equivalent concentration, M; actives 11% (n = 59,000); in the data active means max dye-equivalent concentration above about 10 nM; inconclusive means mostly about 1.1 nM to 9.6 nM
Numbers without * were called inactive; i = inactive; ? = inconclusive; nt = not tested or not shown; [ ] = dose if it differs, or a comment. Unless noted, the call rests on the fitted dose curve; in most records, active means well fitted curve in the direction sought with a large enough effect; inconclusive means small, poorly fitted or top-dose-only effect, or another doubt; inactive means no such curve, though single readings can be large; an effect the other way counts as inactive or inconclusive.

No.	smiles	Casp1 inh	Caspase-7 inhib	4-MU autofl	Rhodamine autofl	Tau fil binding	ERK AVP inh	A350 fluor	Texas Red fluor	Fluorescein autfl	HEK293 cAMP ctrl	FLuc inh
1	CCCCC(CCC(=O)Nc1ccc(C(=O)OCC)cc1)C(=O)O (stereo not given)	nt	nt	i	i	nt	nt	i	i	?	nt	-1%[25.5 µM]
2	Cc1cc(NC(=O)c2c(F)c(F)c(F)c(F)c2F)no1	0%	-1%	i	i	-6%	-11%	i	i	i	1%	3%
3	NC(=O)c1cc(-c2ccccc2)sc1NC(=O)Cc1ccc(S(=O)(=O)N2CCOCC2)s1	-6%	-5%	?	i	7.9µM*	3%	?	i	i	-18%	-2%
4	CC/C=C\C/C=C\C/C=C\CCCCCCCC(=O)O	-2%	-4%	nt	nt	1%	16%	nt	nt	nt	5%	nt
5	CCOc1ccc(-c2nc(-c3ccccc3C)no2)cc1	2%	0%	i	i	84%	33%[activator]	i	?	?	18%	2µM*
6	CCOc1ccc2[nH]c(=O)c(C(c3nnnn3CC3CCCO3)N3CCc4ccccc4C3)cc2c1 (stereo not given)	-16%	-9%	1.9e-07M*	i	10%	-13%	2.4e-07M*	i	i	25%	1%
7	CCOC(=O)c1ccc(NC(=O)C23CCC(C)(C(=O)O2)C3(C)C)cc1 (stereo not given)	-3%	0%	nt	nt	-12%[11.4 µM]	-14%	nt	nt	nt	-4%[11.4 µM]	-4%
8	O=C(COc1cccc(C(F)(F)F)c1)NCCCN1CCCC1=O	-5%	-3%	?	i	10%	2%	?	i	?	2%	2%
9	c1ccc(-c2nnc3sc(CN4CCc5ccccc54)cn23)cc1	-3%	-8%	i	i	-2%	-25%	i	i	i	4%	1%
10	Cc1cc(NC(=O)c2ccccc2)ncc1NC(=O)c1ccco1	-2%	-1%	i	i	-6%	-6%	i	i	i	-5%	25µM*
11	Cn1c(=O)c2c(nc(Oc3ccc4c(c3)OCO4)n2Cc2ccc(Br)cc2)n(C)c1=O	nt	nt	i	i	nt	nt	i	i	i	nt	2%[25.5 µM]
12	CCOC(=O)COc1ccc(S(=O)(=O)N2CCN(c3ccccc3F)CC2)cc1	0%	-3%	i	i	-5%	90%[activator]	i	i	i	?	2%
13	CCOc1ccc(C(=O)NCCCN(CC)CC)cc1	1%	0%	nt	nt	-4%	-8%	nt	nt	nt	-1%	5%
14	CCC(=O)Nc1ccccc1-c1nnn(CC(=O)N2c3ccccc3CC2C)n1 (stereo not given)	-9%	-27%	i	i	27%	1%	i	?	i	22%	-8%
15	Cc1nc2ccc(S(=O)(=O)NCC(=O)N3CCOCC3)cc2s1	1%	0%	i	i	-11%	-1%	i	i	i	-7%	2%
16	COc1ccccc1N1CCN(c2nc(N)c(C#N)c(CC#N)c2C#N)CC1	-9%	-15%	i	i	16%	?	i	i	i	10%	3%
17	CC(C)=CCC1=C(OCC(=O)O)C(=O)c2ccccc2C1=O	?	-5%[11.5 µM]	?	i	-24%[11.4 µM]	-11%[11.5 µM]	1e-08M*	i	?	-1%[11.4 µM]	-1%[11.4 µM]
18	Cc1ccc(C(C)(C)C)cc1	-1%	0%	nt	nt	-8%	10%	nt	nt	nt	6%	nt
19	Cn1c(=O)oc2cc(S(=O)(=O)NCCC(=O)N3CCc4ccccc4C3)ccc21	0%	-1%	i	i	-5%	17%	i	i	?	14%	-1%
20	CCOC(=O)/C(C(N)=NCCO)=C(/O)c1ccccc1	1%	1%	i	i	-2%	-11%	i	i	?	14%	1%
21	COc1ccc(OC)c(NC(=O)CSc2nnc(Cn3c(=O)sc4ccccc43)n2C)c1	0%	-3%	nt	nt	3%	-10%	nt	nt	nt	1%	0%
22	Cc1sc2ncn(CCC(=O)O)c(=O)c2c1C	-1%	-2%	i	i	-22%	15%	i	i	i	8%	0%
23	Cc1ccc(OCc2nnc(SCCN3CCOCC3)n2C)cc1	2%	2%	i	i	-19%	-6%	i	?	i	11%	1%
24	CS(=O)(=O)N(CC(=O)NC1CCCCCC1)Cc1ccccc1	2%	-2%	i	i	-12%	1%	i	i	i	26%	2%

The final 2 entries of the section before lead into the next.
No.	smiles	Casp1 inh	Caspase-7 inhib	4-MU autofl	Rhodamine autofl	Tau fil binding	ERK AVP inh	A350 fluor	Texas Red fluor	Fluorescein autfl	HEK293 cAMP ctrl	FLuc inh
23	Cc1ccc(OCc2nnc(SCCN3CCOCC3)n2C)cc1	2%	2%	i	i	-19%	-6%	i	?	i	11%	1%
24	CS(=O)(=O)N(CC(=O)NC1CCCCCC1)Cc1ccccc1	2%	-2%	i	i	-12%	1%	i	i	i	26%	2%
25	Cc1nnc(SCC(=O)NC(=O)NC(C)(C)C)n1N	-3%	0%	?	i	2%	?	?	i	i	11%	2%
26	Cc1cc(=O)oc(C)c1C(=O)NCCCN1C(C)CCCC1C (stereo not given)	-11%	-17%	i	i	154%	5%	?	?	?	7%	1%
27	NC(=O)c1c(NC(=O)CN2CCCC2)sc2c1CCCC2	-3%	1%	i	i	16%	-21%	i	i	i	?	-8%
28	CC12CCC(c3c(C(=O)Nc4nccs4)nn(-c4ccccc4)c31)C2(C)C (stereo not given)	-2%	-4%	i	i	-2%	11%	?	?	i	1%	-1%
29	CCC(=O)Nc1ccc(NC(=O)CSc2nnnn2CC)cc1C	2%	1%	i	i	5%	22%	i	?	i	0%	1%
30	Cc1csc(NC(=O)CSc2nnc(-c3ccc(S(=O)(=O)N4CCCC4)cc3)o2)n1	-1%	-1%	i	i	30%	0%	i	i	i	-1%	3%
31	O=C1CCCc2c1cc(C(=O)NCc1ccco1)c(=O)n2-c1ccc(Cl)cc1	-2%	3%	i	i	2%	-5%	i	i	i	?	2%
32	CCCCn1c(SCc2cccnc2)nc2c1c(=O)n(C)c(=O)n2C	1%	2%	i	i	6%	?	i	i	i	12%	-5%
33	CCCCOC(=O)C(C)Nc1n[nH]c(=O)[nH]c1=O (stereo not given)	2%	0%	i	i	2%	6%	i	?	i	1%	1%
34	CCOc1ccccc1NC(=O)CSc1nc2c(c(=O)n1C)SC(C)C2 (stereo not given)	4%	-1%	nt	nt	3%	nt	nt	nt	nt	32µM*	-2%
35	FC(F)(F)c1nnc2sc(-c3ccccn3)nn12	-2%	-1%	i	i	6%	22%	i	i	i	4%	3%
36	CCOc1cccc(-c2nc(C(N)=O)c3[nH]c(=O)n(-c4cccc(Cl)c4)c3n2)c1O	-1%	1%	nt	nt	124%	nt	nt	nt	nt	0%	3%
37	C=CCn1c(=O)c2ccccc2n2c(SC(C)C(=O)Nc3nc(-c4ccccc4)cs3)nnc12 (stereo not given)	-2%	1%	i	i	47%	9%	i	i	?	21%	2%
38	CC12CCC3(CO)COC(c4ccccc4O1)C2C3 (stereo not given)	-2%	-2%	i	i	-1%	-5%	i	i	i	4%	4%
39	Cc1cncn1CCc1nc2c3ccccc3nc(=S)n2[nH]1	-2%	1%	?	i	-36%	11%	?	i	i	?	2%
40	CCCS(=O)(=O)c1nnnn1-c1cccc(OC)c1	1%	-1%	i	i	-5%	32%[activator]	i	i	?	2%	-4%
41	Cc1nn(-c2ccc(C(=O)O)cc2)c(N)c1-c1ccccc1	-1%	-1%	i	i	-7%	-18%	i	?	?	2%	13µM*
42	Cc1cccc(C)c1NC(=O)N1CCC(n2cnc3ccccc32)CC1	3%	0%	i	i	5%	1%	i	?	i	0%	2%
43	CN(C)C(CNC(=O)c1cccs1)c1cccnc1 (stereo not given)	-1%	0%	nt	nt	-2%	nt	nt	nt	nt	8%	-2%
44	CCc1sc(C(=O)N2CCN(S(C)(=O)=O)CC2)cc1Br	1%	-1%	i	i	1%	4%	i	i	i	6%	0%
45	COc1ccccc1C(=O)Nc1ccccn1	-1%	0%	i	i	114%	-20%	i	?	?	2%	16µM*
46	CCCN1C2=NS(=O)(=O)CCN2c2ccccc21	1%	1%	i	i	-7%	-22%	i	i	?	15%	4%
47	O=C1CC(c2cccnc2)c2cc3c(cc2N1)OCO3 (stereo not given)	-2%	0%	nt	nt	-4%	-2%	nt	nt	nt	-7%	0%
48	COc1ccc(N2C(=O)C(Cl)=C(N3CCCC3)C2=O)cc1	-2%	-1%	i	i	-17%	?	i	i	i	12%	2%
49	Cn1c(-n2c(CCN3C(=O)c4ccccc4C3=O)nc3ccccc3c2=O)nc2ccccc21	-11%	-8%	nt	nt	-15%	-14%	nt	nt	nt	10%	-1%
50	O=C(CCN1CCOCC1)Nc1ccc2c(c1)CCC2	-1%	-1%	?	i	-9%	-10%	?	?	?	10%	1%
51	CCOCC(=O)Nc1cccc(C(=O)OCC)c1	3%	-2%	i	i	-4%	0%	i	i	i	4%	0%
52	CCCc1nc(SCC(=O)Nc2cc(Cl)ccc2OC)c2c(=O)n(C)c(=O)n(C)c2n1	-3%	0%	nt	nt	2%	nt	nt	nt	nt	-1%	5%
53	Cc1ccc(S(=O)(=O)Nc2c(C)n(C)n(-c3ccccc3)c2=O)cc1C(=O)NCc1ccccn1	0%	nt	i	i	-4%	0%	i	i	?	2%	4%

Assay outcomes deposited in PubChem BioAssay by National Center for Advancing Translational Sciences (NCATS).

Only part of the results is shown; rates above refer to the full screens.
